High-throughput results from PubChem.
AmpC inh detg – qHTS Inhibitors of AmpC Beta-Lactamase (assay with detergent); AID 485294, 2010; P00811; AmpC hydrolysis of nitrocefin, absorbance 480 nm, 0.01% Triton; Potency, µM (series often up to 114 µM), inactives show top-dose activity change, negative = inhibition, hits mostly inhibitors; hit rate 0.041% among 370,000;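 also: potency is read from the fitted curve at half-maximal effect; 0% = no-compound wells and -100% = no-enzyme wells; nearly all actives have a fitted effect of over 25% in size; some results filed as inactive show a strong effect at the top dose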
Target sequence (P00811 whole entry, looked up): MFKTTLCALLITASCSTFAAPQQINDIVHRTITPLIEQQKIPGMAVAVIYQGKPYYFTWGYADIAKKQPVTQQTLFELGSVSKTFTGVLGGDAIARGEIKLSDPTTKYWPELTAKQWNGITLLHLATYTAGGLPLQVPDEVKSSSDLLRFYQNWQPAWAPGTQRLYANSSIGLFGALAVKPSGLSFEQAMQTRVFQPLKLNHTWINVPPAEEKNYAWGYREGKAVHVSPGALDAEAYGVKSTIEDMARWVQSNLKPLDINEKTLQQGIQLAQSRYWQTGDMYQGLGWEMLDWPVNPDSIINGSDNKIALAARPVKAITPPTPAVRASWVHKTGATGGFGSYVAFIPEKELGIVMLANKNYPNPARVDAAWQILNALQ
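AmpC (5.3 nM in the dispensed reagent) in 20 mM phosphate pH 7.0 with 0.01% (detergent screen) or 0.0001% Triton X-100 was preincubated with compounds for 15 min at room temperature. Nitrocefin was then added from an 800 uM solution, and hydrolysis was followed at 480 nm.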
HCV inh – qHTS Assay for Inhibitors of Hepatitis C Virus (HCV); Huh7.5.1 HCVcc-Cre infection, luciferase reporter, 44 h; Potency, µM (top dose mostly 41.8 µM), for inactives: top-dose activity change, negative = inhibition, hits mostly inhibitors; hit rate 3.4% among 340,000; AID 651820, 2012; also: potency is read from the fitted curve at half-maximal effect
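Infectious HCV cell culture screen: compound-treated cells (1,000/well, pre-plated 4 h) are infected with HCVcc-Cre at roughly 0.5 moi and grown 44 h. Infection is quantified by luciferase signal after 15 min substrate incubation at room temperature.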
Giardia FBPA inh – qHTS Assay for Inhibitors of Fructose-1,6-bisphosphate Aldolase from Giardia Lamblia. purified Giardia FBPA. Potency, µM (top dose mostly 59.6 µM), for the others: at the top dose activity, negative = inhibition, actives largely listed as inhibitors. hit rate 0.71% among 290,000. AID 2451, 2010; also: potency is read from the fitted curve at half-maximal effect; nearly all actives have a fitted effect of over 55% in size
Target sequence (A8B2U2 whole entry, looked up): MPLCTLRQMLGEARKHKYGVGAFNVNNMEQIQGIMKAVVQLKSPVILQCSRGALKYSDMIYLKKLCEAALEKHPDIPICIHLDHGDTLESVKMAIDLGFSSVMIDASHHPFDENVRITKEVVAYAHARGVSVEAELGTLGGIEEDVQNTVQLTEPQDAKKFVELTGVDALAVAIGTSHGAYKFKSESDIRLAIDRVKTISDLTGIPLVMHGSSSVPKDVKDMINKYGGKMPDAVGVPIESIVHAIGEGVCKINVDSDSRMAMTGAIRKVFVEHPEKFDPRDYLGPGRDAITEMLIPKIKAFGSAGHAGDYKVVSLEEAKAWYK
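40 nM FBPA preincubated 10 min at RT with compound (up to 57.5 uM final), then substrate plus GAPDH/TPI/NAD/arsenate coupling and diaphorase/resazurin added. Fluorescence read after 20 min at RT, 525/598 nm.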
Sm TGR inh – qHTS Assay for the Inhibitors of Schistosoma Mansoni Peroxiredoxins | purified TGR, DTNB reduction, TNB absorbance 405 nm | Potency, µM (series often up to 114 µM), inactives show at the top dose activity change, negative = inhibition, most hits filed as inhibitors | hit rate 3% among 360,000 | AID 485364, 2010; also: potency is read from the fitted curve at half-maximal effect; nearly all actives have a fitted effect of over 60% in size
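TGR 20 nM + NADPH 100 uM (dispensed conc.), cpd preinc 15 min RT; start with NADPH (500 uM addition) then DTNB (15 mM addition). Kinetic TNB absorbance, 405 nm filter. Four-parameter Hill fit across titration.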
AMA1-RON2 inh – qHTS for Inhibitors of AMA1-RON; Towards Development of Antimalarial Drug Lead: Primary Screen | Plasmodium falciparum AMA1 (3D7) - RON2 peptide interaction | AlphaScreen AMA1-biotinylated RON2 peptide binding | Potency, µM (top dose mostly 58.2 µM), for inactives: at the top dose activity change, negative = inhibition, usual class: inhibitors | hit rate 0.2% among 360,000;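 also: potency is read from the fitted curve at half-maximal effect; 0% = vehicle wells and -100% = peptide control; nearly all actives have a fitted effect of over 45% in size; some results filed as inactive show a strong effect at the top dose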
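AMA1 (3D7) with his tag at 25 nM final met compounds first, then biotinylated RON2 peptide at 25 nM; detection used donor plus acceptor beads, 10 µg/mL apiece, read by AlphaScreen after 30 min at room temperature.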
HCMV antiviral – qHTS Assay for inhibitors of the human cytomegalovirus (HCMV) | HFF cells, HCMV-luciferase reporter, 72 h; active compounds read low | activity change, negative = inhibition, % at 57.5 µM | hit rate 4.5% among 410,000 | AID 1259415, 2018; in the data active = activity change below about -60%; inconclusive = no clear call, values can overlap the other calls; inactive = above about -39%
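Inhibition of viral replication was scored as loss of reporter luminescence in HFFs infected with HCMV-luciferase (MOI 1 PFU/cell) for 72 h; compounds tested at 2 doses, normalized to buffer and Salinomycin controls.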
Active calls of the source: *; ? = inconclusive; . = not tested or not shown; & = joins results of further samples; [ ] = another dose, or the depositor's remark. Unless noted, calls follow the shape of the dose curve; as a rule, active = well fitted curve in the direction sought with a large enough effect; inconclusive = small, poorly fitted or top-dose-only effect, or another doubt; inactive = no such curve, though single readings can be large; an effect the other way counts as inactive or inconclusive. Unless noted, % is scaled to controls: 0 for no effect and ±100 for the full control effect. Rows are unselected. About 9.3% of those tested had a hit in this group.

SMILES,AmpC inh detg,HCV inh,Giardia FBPA inh,Sm TGR inh,AMA1-RON2 inh,HCMV antiviral
COC(=O)c1c(N)n(-c2ccc(OC)c(Cl)c2)c2nc3ccccc3nc12,15.1%,.,.,-1.2%,.,2.8
CC(C)OCCCNC(=O)Cn1c(-c2cccs2)cc2cc(F)ccc21,8.2%,.,.,4.4%,.,-26.6
Nc1cccc2nc3ccccc3cc12,0.3%,7.5%,4.6%,-1.9%,-7.6%,.
CC(NC(=O)CSc1ncccn1)c1ccc2c(c1)OCO2 (stereo unspecified),.,35.5%[activator],.,.,-0.3%,17.8
COc1ccc(CC(=O)Nc2ccc(-c3nnc(-c4ccccc4)o3)cc2)cc1OC,-5.6%,5.7%,0.9%,0.0%,-9.8%,19.2
O=C(NCc1ccc2c(c1)OCO2)c1ccc(Cl)c(S(=O)(=O)NCc2ccccc2)c1,3.4%,-21.0%,3.0%,-0.1%,-4.5%,15.1
CCc1noc(C)c1C(=O)Nc1nc(-c2ccc(NC(C)=O)cc2)cs1,-6.8%,10µM*,.,4.6%,0.0%,-33.8
COc1ccc(NC(=O)CCc2nnc3ccc(N4CCC(C)CC4)nn23)cc1OC,-5.8%,14.7%,.,-1.9%,-5.4%,-20.0
Cc1ccc(S(=O)(=O)c2cc3c(=O)n4cccc(C)c4nc3n(CC3CCCO3)c2=N)cc1C (stereo unspecified),1.1%,?,5.5%,-1.0%,-2.1%,-7.9
CNS(=O)(=O)c1cnccc1N1CCN(c2cccc(C(F)(F)F)c2)CC1,-14.9%,0.0%,-3.4%,2.0%,8.8%,-27.2
O=S(=O)(Nc1ccc(Br)cn1)c1ccc(Cl)s1,1.7%,25.1%,1.8%,-33.7%,-13.2%,41.9
CCN1CCN(c2ncnc3sc(C(=O)Nc4ccccc4F)c(C)c23)CC1,?,-17.0%,1.7%,-29.4%,2.7%,70.2

More entries follow:
SMILES,AmpC inh detg,HCV inh,Giardia FBPA inh,Sm TGR inh,AMA1-RON2 inh,HCMV antiviral
CCCN(C(=O)c1cc(CC)c(C)s1)c1c(N)n(Cc2ccccc2)c(=O)[nH]c1=O,?,0.7%,.,-11.4%,6.8%,1.3
COCCNc1cc(-c2ccccc2)nc2cc(-c3cccc(F)c3)nn12,2.0%,?,1.9%,0.7%,29.6%,-2.0
CC(CCO)Nc1nc2c(c(=O)n(C)c(=O)n2C)n1Cc1ccc(Br)cc1 (stereo unspecified),2.1%,.,.,0.1%,.,15.7
O=C(Nc1ccc(OCC(F)(F)C(F)F)c(C(F)(F)F)c1)c1ccccc1O,-5.4%,6.31µM*,4.5%,-19.8%,2.2%,-97.1*
O=C1C2CCC(C2)C1CN1CCOCC1 (stereo unspecified),.,7.0%,.,.,-8.1%,-28.3
O=C(CN1CCN(S(=O)(=O)c2ccc(Cl)cc2)CC1)Nc1ccc2c(c1)CCC2,0.1%,?,0.6%,11.7%,-15.4%,?
Cc1cccc(NS(=O)(=O)c2ccc(C)c(C(=O)NNC(=O)c3csc(N4CCOCC4)n3)c2)c1,.,-19.5%,.,.,132.5%[activator],0.1
COc1ccc(Cn2c(CCC(=O)Nc3ccc(OC)c(Cl)c3)nc3cccnc32)cc1,-7.1%,.,.,-4.3%,.,-3.2
CCOC(=O)C1=C(N)Oc2ccccc2C12C(=O)N(CC(=O)OC)C(CC(=O)OC)=C2C(=O)OC (stereo unspecified),-1.0%,23.6%,-13.1%,10.6%,-0.9%,18.7
Cc1c(C(=O)NCCN(C)C)oc2ccc(S(=O)(=O)N3CCC4(CC3)OCCO4)cc12,-5.4%,15.5%,3.7%,-10.8%,-1.4%,-1.8
CN(C)CCNc1nc2sc3c(c2c(=O)n1CCc1ccccc1)CCCCC3,-2.1%,?,0.2%,-1.6%,-29.1%,-98.9*
Nn1c(SCC(=O)N2CCOCC2)nnc1-c1cccnc1,1.1%,9.3%,.,4.7%,10.0%,-0.2

Shown with two lines to a compound: part of the list above.
Every second line gives: AmpC inh detg | HCV inh | Giardia FBPA inh | Sm TGR inh | AMA1-RON2 inh | HCMV antiviral
COc1ccc(Cn2c(CCC(=O)Nc3ccc(OC)c(Cl)c3)nc3cccnc32)cc1
    -7.1% | . | . | -4.3% | . | -3.2
O=C(CN1CCN(S(=O)(=O)c2ccc(Cl)cc2)CC1)Nc1ccc2c(c1)CCC2
    0.1% | ? | 0.6% | 11.7% | -15.4% | ?

More compounds.
SMILES,AmpC inh detg,HCV inh,Giardia FBPA inh,Sm TGR inh,AMA1-RON2 inh,HCMV antiviral
COc1cc(C2c3cc4c(c(O)c3CC3COC(=O)C32)OCO4)cc(OC)c1OC (stereo unspecified),.,-18.7%,4.1%,.,4.2%,-83.4*
CCCN(CCC)CCNC(=O)CN1C(=O)COc2ccc(S(=O)(=O)N3CCOCC3)cc21,?,10.9%,1.6%,1.4%&-4.3%,10.4%,-0.6&-3.5
CCOc1ccc(OCCC(=O)OCC(=O)Nc2ccc3c(c2)OCCO3)cc1,?,?,.,-17.9%,-2.3%,-16.1
CCOc1ccc(CCNC(=O)Nc2ccccc2C)cc1OCC,0.0%,?,-5.1%,2.5%,-7.5%,8.6
Cc1ccnc(SCCn2c(N3CC(C)OC(C)C3)nc3c2c(=O)n(C)c(=O)n3C)n1 (stereo unspecified),-9.0%,25.9%,-0.6%,0.0%,4.0%,46.6
C=CCn1c(=O)c2c(nc(-n3nc(C)cc3C)n2C)n(C)c1=O,?,8.1%,3.5%,-17.9%,-15.2%,55.6
Cc1cc(C2=NNC(=Nc3ccc(S(=O)(=O)N4CCOCC4)cc3)SC2)c(C)n1CC1CCCO1 (stereo unspecified),-5.2%,-13.1%,-17.5%,-10.7%,2.1%,-37.7
CCOc1ccccc1N(CC(=O)Nc1ccccc1C(=O)NCc1ccco1)S(C)(=O)=O,?,22.7%,0.9%,-0.2%,-1.8%,20.9
CCOc1ccc2nc(NCCNC(=O)C(C)C)c(C)cc2c1,10.4%,?,-5.2%,-0.2%,-1.3%,16.0
CCNC(=O)c1cccc(NC(=O)CC2SC(N3CCCCC3)=NC2=O)c1 (stereo unspecified),-16.8%,-1.1%,.,0.6%,-4.6%,-30.0
Cc1cc(N2CCCCCC2)nc(-c2ccccc2O)n1,4.6%,12.6µM*,4.5%,8.1%,40.3%[activator],45.7
Cc1ccc2oc(=O)c(/C=C(\O)CC(C)C)nc2c1,-15.0%,-26.5%,?,-23.3%,-10.4%,-19.5

Going on with the list:
SMILES,AmpC inh detg,HCV inh,Giardia FBPA inh,Sm TGR inh,AMA1-RON2 inh,HCMV antiviral
O=C(CCC(=O)N1CCOc2ccccc21)NC1CCN(Cc2ccccc2)CC1,-7.7%,9.6%,1.8%,-1.8%,4.6%,-10.4
COc1ccc(CN(CCN)C2CC(C)N(C)CC2C)cc1 (stereo unspecified),-3.5%,0.2%,?,0.8%,-9.2%,2.8
COc1cccc(C(=O)N2CCN(Cc3ccccc3Br)CC2)c1,?,9.7%,15.8µM*,1.5%,?,2.4
CN1CCCN(C(=O)COc2ccccc2)CC1,3.0%,16.5%,.,-8.7%,11.4%,20.2
C(=N\n1cnnc1SCc1ccccc1)/c1ccco1,?,8.0%,-3.6%,22.4µM*,-1.7%,-5.6
COC(=O)c1cc2occc2n1Cc1nc(-c2cccc(Cl)c2)oc1C,18.0%&-13.5%,-8.2%[8.37 µM],-0.9%,-29.1%&-13.6%,1.3%,-2.0&26.9
Cc1cccc(-n2c(O)c(C=NCCCN3CCOCC3)c(=O)[nH]c2=O)c1C,?,10.9%,1.1%,?,9.9%,22.4
O=C(CN1C2CCCC1CC(NC(=O)c1ccco1)C2)Nc1ccccc1 (stereo unspecified),-10.9%,13.1%,.,13.0%,13.8%,-14.8
Cn1nnnc1SCCCNCc1cc(Cl)ccc1OCc1ccc(F)cc1,21.1%,.,.,4.6%,.,?
CSc1cccc(NC(=O)CCCOc2ccccc2)c1,5.4%,7.2%,3.5%,-0.4%,17.1%,-2.4
COc1ccc(Cn2cc(F)c(=O)n(C)c2=O)cc1[N+](=O)[O-],9.9%,-1.8%,-1.3%,3.2%,-23.4%,15.3
CCOc1ccc(-n2c(SC(C)C)nc3c(c2=O)SCC3)cc1,-9.3%,-4.4%,4.0%,3.3%,-14.1%,-32.9

(continued)
SMILES,AmpC inh detg,HCV inh,Giardia FBPA inh,Sm TGR inh,AMA1-RON2 inh,HCMV antiviral
Cc1c(Cl)cccc1NC(=O)Cn1cc(C(=O)c2cccs2)c2ccccc21,1.9%,.,.,1.7%,.,-95.6*
O=C(Nc1ccc(F)cc1)N1CCOCC1,?,11.0%,2.5%,5.2%,-0.7%,22.1
CC(C)CC(NS(=O)(=O)c1cc(C(=O)O)ccc1Cl)C(=O)O (stereo unspecified),0.7%,-9.7%,10.6%,10.0%,1.4%,-20.4
C=CCn1c(O)c(/C=C2\C=Nc3ccccc32)c(=O)[nH]c1=O,0.7%,9.0%,0.3%,?,-0.7%,87.5
Cc1ccc(S(=O)(=O)NC(C)(C)CSc2nncn2C)cc1,-0.1%,22.3%,-0.5%,-9.5%,-1.3%,22.1
O=C(CN(C1CCCCC1)C1CCCCC1)N1CCc2ccccc2C1,?,?,-22.2%,-5.4%,-15.2%,-27.3
Cc1ccc(C)c(CN2C(=O)c3ccccc3S(=O)(=O)c3ccc(C(=O)N4CCc5ccccc54)cc32)c1,-7.5%,.,.,-4.7%,.,-24.2
COc1ccccc1-n1c(=O)c(C#N)c(-c2ccc([N+](=O)[O-])cc2)c2cc(C(=O)c3ccccc3O)cnc21,-2.0%,-1.4%,2.1%,-16.2%,-11.3%,-29.9
COc1cc(/C=C2\C(=N)N3N=C(S(C)(=O)=O)SC3=NC2=O)ccc1OS(=O)(=O)c1ccc(C)cc1,-4.9%,12.9%,17.3%,-50.5%,46.6%[activator],-36.1
N#Cc1nc(-c2ccco2)oc1NCCCN1CCOCC1,-9.5%,5.7%,1.9%,0.7%,-13.0%,13.5
NS(=O)(=O)c1ccc(CCNS(=O)(=O)c2cccc(C(=O)O)c2)cc1,10.1%,-0.2%,7.1%,-6.5%,-9.4%,-27.5
Cn1c(=O)c2c(nc(N3CCCCCC3)n2CC(=O)c2ccccc2)n(C)c1=O,-1.7%,8.7%,7.7%,1.3%,12.4%,-2.8
O=C(NNC(=S)Nc1ccc(Cl)c(Cl)c1)c1cccc([N+](=O)[O-])c1,13.2%,-15.0%,7.8%,-1.6%,23.3%,10.1
